Source: PubChem BioAssay (National Center for Advancing Translational Sciences (NCATS))
S3 lipid droplet – qHTS Assay for Lipid Storage Modulators in Drosophila S3 Cells; Potency in µM for hits, for the others lipid storage change, negative = inhibition, % at the top dose, mostly 46.1 µM; AID 2685, 2010; Drosophila S3 cells, BODIPY lipid droplet fluorescence, 18-24 h; cells fed with added oleic acid; 320,000 tested, 0.64% active; active = well fitted inhibition curve with a large enough effect in the signal ratio, with a control signal flat, not every such curve was filed as active; inconclusive = small, poorly fitted or top-dose-only effect, or effect the other way, or a change in a side signal; the % refers to the signal ratio
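Drosophila S3 cells loaded with oleic acid (400 uM, as added) and compounds at several concentrations; lipid droplets imaged by 488-nm laser-scanning cytometry, 500–530 nm intensity and object ratio to cell channel. Percent activity normalized to 20 uM Triacsin C.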
S3 lipid droplet cell count max – recorded beside S3 lipid droplet, whose call it bears; cell number change, %; measured here: cell count max response;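 cells counted by Cell Tracker Red CMTPX staining in the red channel; peak over a dose series mostly up to 46.1 µM; percent activity relative to internal control wells on each plate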
Active calls of the source: *; i = inactive; ? = inconclusive; . = not tested or not shown; [ ] = dose if it differs, or a comment. % is scaled to controls: 0 for no effect and ±100 for the full control effect; potency is read from the fitted curve at half-maximal effect. Some of the compounds tested. The share of hits here may be higher or lower than overall.

Values run as follows: S3 lipid droplet cell count max	S3 lipid droplet
1) CC1CC(=O)N(CC(=O)Nc2ccc(F)cc2)c2ccccc2S1(=O)=O (configuration not stated)
  .	?
2) CC(C)OC(=O)CSc1nnc(-c2ccc(C(C)(C)C)cc2)n1N
  .	i
3) Cc1ccc(-c2c(C)sc3ncn(CC(=O)N4CCOCC4)c(=O)c23)cc1C
  15	3%
4) CCN(CC)CCC(=O)c1ccc(F)cc1
  23	5%
5) Cn1c(CCN2CCN(c3ccc(F)cc3)CC2)nc2cc(NC(=O)c3ccco3)ccc21
  .	?
6) Cc1ccc(N2C(=O)c3ccccc3C2Nc2ccc(S(=O)(=O)N3CCCCC3)cc2)nc1 (configuration not stated)
  .	?
7) CC(=O)NCc1nnc2c3ccccc3c(-c3ccccc3)nn12
  .	?
8) CC(C)c1ccc(NC2CCCN(C(=O)c3cccs3)C2)cc1 (configuration not stated)
  .	?
9) CCCC#CCN1CCN(C23CC4CC(CC(C4)C2)C3)CC1
  7	-3%
10) Cc1ccc(-n2c(SCC(N)=O)nc(O)cc2=O)cc1
  -2	-1%
11) Nc1ccc(S(=O)(=O)Nc2ccc(Cl)nn2)cc1
  17	-5%
12) COc1ccccc1CNC(=O)CCN1C(=O)COc2ccc(C)cc21
  .	?
13) COc1cccc(NC(=O)C(=O)NCCC2CCCCN2S(=O)(=O)c2cccs2)c1 (configuration not stated)
  .	-11%[0.0737 µM]
14) Cc1ccc(-c2noc(CCC(=O)NC3CCCc4ccccc43)n2)cc1 (configuration not stated)
  .	i
15) CCOC(=O)Cc1nnc(NC(=O)CSc2nc3ccccc3[nH]2)s1
  .	?
16) CC(C)Oc1nnnn1-c1ccccc1
  4	4%
17) Cc1ccc(C(C)C)c(OCCCN(C)Cc2ccccc2)c1
  .	?
18) O=C(CCc1nnc2ccc(NCc3ccccc3Cl)nn12)NCC1CCN(C2CCCC2)C1 (configuration not stated)
  -15	-11%
19) CN1CCN(S(=O)(=O)c2csc(C(N)=O)c2)CC1
  .	3%
20) CC1CCN(S(=O)(=O)c2cnc(Cl)c(Br)c2)CC1
  3	3%
21) CC1CCN(S(=O)(=O)c2cc3c4c(c2)C(C)C(=O)N4CCC3)CC1 (configuration not stated)
  14	i
22) Cc1cc(C)cc(Nc2ccc(C(=O)O)cc2N)c1
  4	7%
23) Cn1c2ccccc2c2cnn(CC(=O)Nc3cccc(F)c3)c(=O)c21
  .	?
24) CCOC(=O)N1CCN(C(=O)CCc2cc(OC)c(OC)c(OC)c2)CC1
  18	20%
25) O=C(NC1=NCCS1)c1cc(-c2ccc(-c3ccccc3)cc2)nc2ccccc12
  .	?
26) O=C(Nc1nc2ccccc2s1)C1=NN(c2ccccc2)C(=O)CC1
  0	-1%
27) COc1ccc(C(CC(=O)c2ccccc2)C2CCCCC2=O)cc1 (configuration not stated)
  .	?
28) COc1ccc(NC(=O)COC(=O)c2ccc(NS(=O)(=O)/C=C/c3ccccc3)cc2)cc1
  .	?
29) Cc1cccc(NC(=O)c2cc(NC(=O)c3ccco3)ccc2N2CCCCC2)c1
  .	i
30) Cc1cccc(NC(=O)Nc2ccccc2[N+](=O)[O-])n1
  .	?
31) C/C(N)=C(/C#N)C(=O)COC(=O)c1ccc(C)c(S(=O)(=O)N2CCCCC2)c1
  .	?
32) CC1(C)CC(NC(=O)C(=O)NCCc2ccc(Cl)cc2)CC(C)(C)N1
  15	5%
33) C=CCSc1nc(C)cc2c1C(=O)OC2
  -10	-2%
34) CC(C)CC(=O)Nc1nnc(SCC(=O)NC2CCCCC2)s1
  .	?
35) O=C(c1cccnc1)N1CCN(S(=O)(=O)c2cccc(Cl)c2)CC1
  .	?
36) Cc1cccc(NC(=O)c2nc[nH]c2C(=O)NCC(=O)OC(C)(C)C)c1
  -15	-16%
37) COCCN(CCOC)S(=O)(=O)c1ccc(C(=O)NCCCN2CCOCC2)cc1
  .	?
38) CCOc1ccccc1/C=N\Nc1cnn(Cc2ccccc2)c(=O)c1Cl
  11	9%
39) COc1ccc(C(C)NC(=S)NC2CCCCC2)cc1OC (configuration not stated)
  .	?
40) COc1ccc(C(=O)COC(=O)CCCC(=O)NC2CCCCC2)cc1
  11	-6%
41) Cc1ccsc1/C=N/NC(=S)NCc1ccccc1
  2	5%
42) O=C(CSc1ccc(Cl)cc1)NC(=O)NC1CCCC1
  .	?
43) CCN(c1ccccc1)S(=O)(=O)c1ccc(Cl)c(NC(=O)c2ccc(=O)[nH]n2)c1
  10	7%
44) CCC(C)[C@@H](CN(N=O)[C@@H](Cc1ccccc1)CN(C)N=O)N(CCc1ccccc1)N=O (some centres not stated)
  5	-1%
45) COc1cccc(NS(=O)(=O)c2ccc3c(c2)N(C(C)=O)CCS3)c1
  .	-12%
46) CN(C)c1ccc(/C=N\Nc2nc(-c3ccccc3)cc(=O)[nH]2)cc1
  -56	9%
47) OCCN(CCO)Cc1csc2ccccc12
  .	?
48) Cn1c(=O)c2c(nc(CN3CCC(C(N)=O)CC3)n2Cc2c(Cl)cccc2Cl)n(C)c1=O
  -18	i
49) NC(=O)c1ccsc1NC(=O)COC(=O)c1ccccc1F
  .	?
50) Cc1cccc(C)c1NC(=O)CN(C)CC(=O)Nc1cc(Cl)ccc1C#N
  -18	-7%
51) CCn1cc(C2=NC(C(C)C)CO2)c2ccccc21 (configuration not stated)
  .	-1%
52) CC1(S(=O)(=O)O)CC(=O)c2ccccc2C1=O (configuration not stated)
  .	?
53) Cc1ccc(N(C(C)C(=O)N2CCN(Cc3ccccc3)CC2)S(C)(=O)=O)cc1 (configuration not stated)
  .	?
54) O=[N+]([O-])c1ccc(N/N=C\c2cccn2-c2ccccc2)nc1
  .	?
55) COc1ccc(CCNC(=O)c2ccc(N(C)S(=O)(=O)c3ccc(C)cc3)cc2)cc1OC
  .	?
56) Cc1nc(C)c(C(=O)OC(C)C(=O)Nc2ccc(F)cc2)s1 (configuration not stated)
  .	?
57) COc1ccc(OC)c(CN2CCN(C(=O)CNC(=O)c3cc(C)cc(C)c3)CC2)c1
  .	?
58) c1coc(-c2ccnc(-c3ccncc3)n2)c1
  -21	-36%
59) CCCc1cc(C(=O)N2CCCC(CO)(CCCc3ccccc3)C2)n(C)n1 (configuration not stated)
  .	?
60) Cc1onc(-c2c(Cl)cccc2Cl)c1C(=O)NNC(=O)c1c(-c2c(Cl)cccc2Cl)noc1C
  4	0%

An excerpt from above in order of heavy-atom count, lowest first:
Values run as follows: S3 lipid droplet cell count max	S3 lipid droplet
52) CC1(S(=O)(=O)O)CC(=O)c2ccccc2C1=O (configuration not stated)
  .	?
51) CCn1cc(C2=NC(C(C)C)CO2)c2ccccc21 (configuration not stated)
  .	-1%
49) NC(=O)c1ccsc1NC(=O)COC(=O)c1ccccc1F
  .	?
53) Cc1ccc(N(C(C)C(=O)N2CCN(Cc3ccccc3)CC2)S(C)(=O)=O)cc1 (configuration not stated)
  .	?
55) COc1ccc(CCNC(=O)c2ccc(N(C)S(=O)(=O)c3ccc(C)cc3)cc2)cc1OC
  .	?

(listing goes on)
Values run as follows: S3 lipid droplet cell count max	S3 lipid droplet
61) Cc1ccc(OCCC(=O)OCC(=O)Nc2ccc3c(c2)OCO3)cc1
  .	?
62) CC1(c2ccc(OC(F)F)cc2)NC(=O)N(CC(=O)N2CCN(C(=O)c3ccco3)CC2)C1=O (configuration not stated)
  .	?
63) COc1ccc(/C=C/C(=O)Nc2cccc(S(=O)(=O)NC3=NCCCCC3)c2)c(OC)c1
  -3	9%
64) CC(=O)NNC(=O)c1ccncc1
  21	7%
65) CCCC(C(=O)NCc1ccc(OC)cc1)N(Cc1ccco1)C(=O)c1snc(C(N)=O)c1N (configuration not stated)
  .	?
66) Cc1ccc(NC(=O)C2CCCN2C(=O)OCc2ccccc2)cc1F (configuration not stated)
  .	?
67) Cc1cc(C(=O)OCC(=O)NCc2ccco2)c(C)n1-c1ccccc1
  -9	12%
68) COc1ccc(C)cc1NC(=S)NC(C)c1ccc(OC)c(OC)c1 (configuration not stated)
  -5	1%
69) C=C(C)COc1ccc(-c2[nH]ncc2-c2ccc(Br)cc2)c(O)c1
  .	?
70) Cc1nn(C)cc1S(=O)(=O)Nc1ccc(C(F)(F)F)cc1
  -4	-18%
71) Cc1cccc(NC2=CC(=O)OC(C)C2)c1 (configuration not stated)
  .	?
72) Fc1ccccc1N1CCN(Cc2cnc(Cl)s2)CC1
  19	-3%
73) COc1ccccc1N1CC(C(=O)Nc2nnc(SCC(=O)NC(C)C)s2)CC1=O (configuration not stated)
  .	26%
74) Nc1nc2nc(-c3ccccc3)cc(C(F)(F)F)c2s1
  -3	15%
75) O=C(NCCN1C(=O)C2C3C=CC(C3)C2C1=O)N1CCCCC1 (configuration not stated)
  .	i
76) COc1ccc(OC)c(C(O)c2coc3ccc(O)c(CN4CCOCC4)c23)c1 (configuration not stated)
  .	?
77) CC(C)NCC(=O)Nc1c2c(nc3ccccc13)CCC2
  .	?
78) CC1(C)Cc2c(c(N3CCCC3)nc3sc(C(=O)Nc4ccccc4)c(N)c23)CO1
  .	?
79) COc1cc(NS(C)(=O)=O)c(OC)cc1NC(=O)c1cccc(F)c1
  .	?
80) CCC(CC)C(=O)Nc1cc(OC)c(OC)cc1C(=O)O
  9	i
81) Cc1ccc2c(c1)C1CN(C)CCC1N2S(=O)(=O)c1cccc(F)c1 (configuration not stated)
  -8.1*	15µM*
82) COc1ccccc1CNC(=O)CNCCc1ccc(OC)c(OC)c1
  4	20%
83) O=C(O)CC1S/C(=N/N=C/c2ccc(Br)cc2)N(c2ccccc2)C1=O (configuration not stated)
  -1	-2%
84) CCOc1ccc(C(C)=O)cc1CSc1nc2nc(C)cc(C)n2n1
  .	?
85) O=C(OCn1nnc2ccccc2c1=O)c1ccc(N2CCOCC2)c([N+](=O)[O-])c1
  .	?
86) Cc1sc2nc(CSc3cccc(C(F)(F)F)c3)[nH]c(=O)c2c1C
  -6	0%
87) NC(=NCCc1ccc(Cl)cc1)NS(=O)(=O)c1ccccc1
  .	?
88) O=C(Nc1ccc2snnc2c1)N1CCN(c2ccccc2)CC1
  .	?
89) CC(=O)N1c2ccccc2CCc2ccc(N)cc21
  3	-2%
90) COc1cccc(CNc2nc3ccccc3n2CCN2CCCCC2)c1OC
  -24	0%

Random excerpt: 4 records from the list.
Values run as follows: S3 lipid droplet cell count max	S3 lipid droplet
88) O=C(Nc1ccc2snnc2c1)N1CCN(c2ccccc2)CC1
  .	?
90) COc1cccc(CNc2nc3ccccc3n2CCN2CCCCC2)c1OC
  -24	0%
81) Cc1ccc2c(c1)C1CN(C)CCC1N2S(=O)(=O)c1cccc(F)c1 (configuration not stated)
  -8.1*	15µM*
78) CC1(C)Cc2c(c(N3CCCC3)nc3sc(C(=O)Nc4ccccc4)c(N)c23)CO1
  .	?

Further entries.
Values run as follows: S3 lipid droplet cell count max	S3 lipid droplet
91) CCc1ccc(CN(C)C(=O)CC2C(=O)NCCN2Cc2ccoc2)cc1 (configuration not stated)
  6	6%
92) COc1ccc(C2=NN(C(=O)COC(=O)c3ccc(NC(=O)CC#N)cc3)C(c3ccco3)C2)cc1 (configuration not stated)
  .	?
93) COc1ccc(-n2c(/C=C(\C)O)nc(=O)c3c(C)cc(C)nc32)cc1
  .	i
94) O=c1c2c(c(-c3ccccc3)nn1Cc1ccccc1)CCCC2
  .	?
95) CCCNC(=O)c1oc2ccc3c(c2c1C)C(O)CC(C)(C)O3 (configuration not stated)
  12	i
96) Cc1c(Br)c([N+](=O)[O-])nn1CC(=O)Nc1c(C)n(C)n(-c2ccccc2)c1=O
  1	9%
97) Cc1ccccc1Nc1nc2nonc2nc1N1CCOCC1
  -1	16%
98) Cc1nc2ccccc2nc1N1CCOCC1
  .	?
99) Cc1ccccc1CN1CCC(Oc2ccc(C(=O)NCc3ccccn3)cc2)CC1
  .	?
100) COc1ccc(-c2[nH]n(-c3ccc([N+](=O)[O-])cc3)c(=O)c2C=NCc2ccccc2)cc1
  .	?
101) CCC(Oc1ccccc1)C(=O)Nc1ccccc1OC (configuration not stated)
  .	?
102) COc1cc(C(=O)NCc2nnc(SCC(=O)N3CCCc4ccccc43)o2)cc(OC)c1OC
  .	?
103) CCN1CCN(CC(=O)Nc2c(C(=O)OC)[nH]c3cccc(Cl)c23)CC1
  2	0%
104) N#CC1=C(N)Oc2nc(-c3ccccc3)[nH]c2C1c1cccnc1 (configuration not stated)
  .	?
105) COCCNC(=O)C(c1cccs1)N(Cc1ccccc1)C(=O)Cn1nnc2ccccc21 (configuration not stated)
  .	i
106) CCN(C(=O)CCC(=O)N(CC)c1ccccc1)c1ccccc1
  0	16%
107) O=C(Cc1ccc(Cl)cc1)Nc1cc(S(=O)(=O)N2CCOCC2)ccc1N1CCCC1
  .	?
108) Cc1c(Br)ccc(NC(=O)CCN2C(=O)C3C4CCC(C4)C3C2=O)c1C (configuration not stated)
  20	2%
109) O=C(CN(C(=O)CCC(=O)Nc1nccs1)c1ccc(F)c(Cl)c1)NCc1ccco1
  .	?
110) O=C(NC1CC1)c1ccc(COc2ccc(F)cc2)o1
  -19	1%
111) COc1ccccc1NC(=O)Cc1noc(CSc2nnc(C)s2)n1
  2	21%
112) Nc1ncnc(Nc2cccc(C(F)(F)F)c2)n1
  -16	-5%
113) C/C(=N\NC(N)=O)C1CC(Cc2ccccc2)C(=O)O1 (configuration not stated)
  .	?
